Screening results: PubChem BioAssay, several laboratories
PfHsp40 yeast: rescue of PfHsp40-mediated yeast toxicity. growth rescue, % at 12.5 µM. AID 504582. hit rate 0.68% among 340,000. S. cerevisiae expressing PfHsp40, growth rescue, ATP luminescence; in the data active = growth rescue above about 28%, passing the limit was not always enough; inconclusive = no clear call, values can overlap the other calls;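 also: yeast W303a lacking pdr1 and pdr3 grown in galactose medium; growth measured after three days at 30 °C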
TcdB GH inh: blocks C. difficile toxin B glycohydrolase activity | hit rate 0.24% among 350,000 | P18177 | TcdB glycohydrolase enzymatic assay, plate reader | inhibition, % at 9.99 µM | AID 652162; in the data active = inhibition above about 10%
SARS 3CLpro inh: SARS-CoV 3CLpro protease inhibition | P0C6X7 | recombinant SARS-CoV 3CLpro, quenched FRET peptide cleavage | inhibition, % at 6 µM | hit rate 0.14% among 290,000; in the data active = inhibition above about 12%
DUSP3 inh: DUSP3 (human) phosphatase inhibition | P51452 | inhibition, % at 13.3 µM | recombinant VHR phosphatase, pNPP absorbance | hit rate 0.52% among 290,000; in the data active = inhibition above about 50%; also: some compounds called inactive have numbers as strong as hits
Target sequence (P51452 whole entry, looked up): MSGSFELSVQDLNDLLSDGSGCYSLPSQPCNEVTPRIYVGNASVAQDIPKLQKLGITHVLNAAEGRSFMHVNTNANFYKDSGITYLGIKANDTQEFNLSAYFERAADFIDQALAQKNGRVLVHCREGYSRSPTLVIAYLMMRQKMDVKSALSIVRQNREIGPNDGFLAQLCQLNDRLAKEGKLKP
CCHFV vOTU inh: blocks the CCHF virus ovarian tumor domain protease; CCHFV vOTU protease, Pep-AMC fluorescence; inhibition, % at 11.5 µM; hit rate 0.55% among 370,000; in the data active = inhibition above about 30%; also: 0% = vehicle wells with enzyme and 100% = no enzyme wells
BoNT-A LC inh2: inhibitors of Botulinum neurotoxin A light chain protease; multiplex microsphere protease substrate cleavage, flow cytometry; inhibition, % at 10 µM; hit rate 0.17% among 360,000; AID 588499; also: plate controls were buffer without enzyme for full effect and enzyme alone for no effect
Y pestis TopoI: blocks Yersinia pestis topoisomerase I activity; hit rate 0.064% among 360,000; activity, % at 10 µM; AID 504884; Y. pestis Topo-I cleavage product accumulation, plate reader; in the data active = activity above about 50%, passing the limit was not always enough; inconclusive = no clear call, values can overlap the other calls; also: inactives centre near 2
BH1578 lux ind: inducers of Vibrio cholerae quorum light production without autoinducers. V. cholerae BH1578 lux reporter, luminescence, 6 h. hit rate 0.16% among 350,000. activation, % at 18.7 µM; in the data active = activation mostly above about 9.7%, no sharp cut-off; inconclusive = no clear call, values can overlap the other calls; inactive = mostly below about 3.7%; also: not every result past the cut was called active; inactives centre near 0; reference of the scale not given here
Anthrax LF prot: inhibitors of Bacillus anthracis lethal factor protease. hit rate 0.12% among 360,000. multiplex microsphere protease cleavage assay, LF. inhibition, % at 10 µM; also: plate controls were buffer without enzyme for full effect and enzyme alone for no effect
Target sequence (P15917 whole entry, looked up): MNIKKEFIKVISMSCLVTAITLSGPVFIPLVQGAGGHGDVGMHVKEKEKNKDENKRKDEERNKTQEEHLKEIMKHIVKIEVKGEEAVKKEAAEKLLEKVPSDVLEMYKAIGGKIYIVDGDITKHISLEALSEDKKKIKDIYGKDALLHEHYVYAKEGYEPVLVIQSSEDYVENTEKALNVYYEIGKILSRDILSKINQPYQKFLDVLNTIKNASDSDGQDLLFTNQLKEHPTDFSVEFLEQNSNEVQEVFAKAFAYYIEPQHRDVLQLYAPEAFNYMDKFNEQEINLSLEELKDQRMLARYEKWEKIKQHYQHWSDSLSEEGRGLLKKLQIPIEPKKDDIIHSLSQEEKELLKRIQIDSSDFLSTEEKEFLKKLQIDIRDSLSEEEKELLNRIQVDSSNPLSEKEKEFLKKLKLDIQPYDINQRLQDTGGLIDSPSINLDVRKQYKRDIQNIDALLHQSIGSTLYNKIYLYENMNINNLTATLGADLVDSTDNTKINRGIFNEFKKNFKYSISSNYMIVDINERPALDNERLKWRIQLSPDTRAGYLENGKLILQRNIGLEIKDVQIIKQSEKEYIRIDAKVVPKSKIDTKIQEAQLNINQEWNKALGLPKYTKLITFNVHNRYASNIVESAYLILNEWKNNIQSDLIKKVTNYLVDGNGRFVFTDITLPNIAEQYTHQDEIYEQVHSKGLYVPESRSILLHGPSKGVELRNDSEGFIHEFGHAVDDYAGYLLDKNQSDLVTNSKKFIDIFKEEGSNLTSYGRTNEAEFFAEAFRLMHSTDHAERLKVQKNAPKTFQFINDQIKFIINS
SSB-PriA inh: inhibitors of Klebsiella pneumoniae PriA binding to SSB C-terminal tail | inhibition, % at 33 µM | hit rate 0.6% among 430,000 | AID 1272365 | AlphaScreen SSBct-PriA binding, biotinylated peptide; in the data active = inhibition mostly above about 37%, no sharp cut-off; inactive = mostly below about 20%;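 also: plate controls were negative control peptide for no effect and reference peptide for full effect; strong numbers were not always called active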
The depositor's hits bear a star; i = inactive; ? = inconclusive; . = no result given; & = joins results of further samples. Rule as the data show it, unless noted: active = inhibition above about 30%; inconclusive = no clear call, values can overlap the other calls; inactive = below that. An excerpt. The share of hits here may be higher or lower than overall.

SMILES	PfHsp40 yeast	TcdB GH inh	SARS 3CLpro inh	DUSP3 inh	CCHFV vOTU inh	BoNT-A LC inh2	Y pestis TopoI	BH1578 lux ind	Anthrax LF prot	SSB-PriA inh
COc1ccc(C(=O)Nc2nnc(S(=O)(=O)Cc3ccc(F)cc3)s2)cc1	0.4	-0.5	-1	16	9	-0.9	2	-0.3	0	-17
COc1ccccc1-n1c2c(cc(C(=O)N3CCC(C)CC3)c1=O)C(=O)CC(C)(C)C2	-0.8	2.2	-6	34	-3	-1.7	0	i	-6	-14
CCC(C)[C@H](NC(=O)N1CC(=O)Nc2ccccc21)C(=O)N[C@H](C(=O)O)c1ccccc1 (stereo not given in full)	-0.1	0.8	-4	-25	11	.	-7	i	.	2
CCn1c(=O)c(C(C)=O)c(O)c2ccccc21	-2.0	-1.3	-3	4	-10	-0.7	7	i	0	-5
Cc1ccc(S(=O)(=O)NCc2ccncc2)cc1C(=O)NCC(C)C	1.8	2.0	0	10	-6	0.0	0	0.4	3	8
Cc1ccc(S(=O)(=O)c2nnn3c2nc(Nc2cccc(C)c2)c2ccccc23)cc1	0.3	.	3	0	-2	-0.3	-1	0.6	0	-8
Cc1ccc(-n2nc3ccc(N)cc3n2)cc1C	0.0	0.7	-8	23	-105	1.2	-8	i	9	11
CCOc1ccc(CCNC(=O)COC(=O)/C=C/c2ccco2)cc1OCC	1.3	2.4	3	-11	-1	-2.1	3	i	-2	2
NC(=S)N=Nc1c(O)cc(O)c2[nH]c(=O)ccc12	0.4	0.4	.	.	87*	-0.8	-17	.	-9	1
CCc1ccc(OCCCC(=O)NCc2ccco2)cc1	-1.1	1.2	-1	22	11	-0.7	-3	i	-1	-8
O=C(Oc1ccc(Br)cc1)c1n[nH]c(=O)c2ccccc12	0.2	0.1	3	7	9	0.5	-9	-0.3	2	0
COCc1cc(C)nc(SCC[N+](C)(C)CC(=O)Nc2cccc(C(F)(F)F)c2)c1C#N	0.3	2.4	-1	12	7	0.3	26	-0.1	-2	-6
CNC(=O)c1ccsc1NC(=O)C1CCCN1S(=O)(=O)c1cccs1 (stereo not given)	0.2	1.5	.	.	4	0.5	-7	-1.4	-3	2
O=C(NC1(O)C(=O)c2ccccc2C1=O)c1c(Cl)cccc1Cl	0.5	-4.6	2	21	62*	.	4	-0.6	.	23
CCC(C)(C)NC(=O)C(c1ccccc1F)N(Cc1ccco1)C(=O)Cn1nnc2ccccc21 (stereo not given)	-0.7	.	3	15	13	-0.7	25	i	-2	5
O=C(/C=C/c1ccc([N+](=O)[O-])cc1)/C=C/c1ccco1	0.3	-0.4	-1	19	-2	14	-24	-0.6	10	.
Cc1ccc(C(=O)OCN2C(=O)c3ccccc3C2=O)cc1S(=O)(=O)N1CCOCC1	1.8	-4.8	.	.	3	.	-12	-0.4	.	3
Cc1ccc(NC(=O)c2nnn(CC(=O)Nc3ccc4c(c3)OCO4)c2N)cc1C	-1.7	-4.8	6	7	20	-1.3	31	i	-2	-3
CN(C)CCN(Cc1cccs1)c1ccccn1	-0.1	1.2	6	-11	-4	-1.1	-1	i	0	1
CCOc1cc(/C=N/n2c(C)nc3sc(C)c(C)c3c2=O)ccc1O	-2.0	0.1	0	8	-2	0.6	-2	-0.6	3	.
C[C@@H]1CC2=C(C(=O)OC(C)(C)O2)[C@H](c2ccc(F)cc2)O1	.	-7.1	.	.	12	-0.6	.	.	-8	.
Cn1cc(CN(CCO)Cc2cccs2)c(-c2cccc(Cl)c2)n1	-0.6	1.2	2	22	-9	0.0	23	i	-6	-4
C=CCSc1nc(N)c(C(=O)Nc2ccccc2OC)cc1C(=O)Nc1ccccc1	-0.2	.	4	19	2	-0.4	7	-0.8	-3	7
COC(=O)c1cc(Br)c(=O)n(Cc2ccco2)c1	0.5	.	2	17	-4	-1.1	-2	-1.3	-2	-9
CC(C#N)Sc1ccc(S(=O)(=O)N2CCCC2)cn1 (stereo not given)	-0.5	-0.5	.	.	1	-0.5	4	i	-6	-6
Cc1ccc(Cl)cc1NC(=O)NCc1ccccn1	-2.3	1.9	-6	36	12	4.0	-5	-0.6	-1	-27
Cc1cc(C)n(-c2nc(NCc3cccnc3)c3c4c(sc3n2)COC(C)(C)C4)n1	0.2	.	0	0	-66	-0.6	31	i	-3	11
O=C(NCCCl)NNc1c(Cl)cc(Cl)cc1Cl	0.2	1.4	0	-9	7	-0.6	-3	-0.3	4	-6
CCC1CCc2c(sc(NC(=O)c3ccoc3C)c2C(N)=O)C1 (stereo not given)	0.7	.	-3	18	12	-0.3	1	2.8	-6	-13
COc1ccc(NC(=O)CSc2nc(NS(=O)(=O)c3ccccc3)cc(=O)[nH]2)cc1	0.5	.	4	3	3	-1.4	1	-0.3	-6	-17

Whole records, looked up by structure. Values in the order: PfHsp40 yeast, TcdB GH inh, SARS 3CLpro inh, DUSP3 inh, CCHFV vOTU inh, BoNT-A LC inh2, Y pestis TopoI, BH1578 lux ind, Anthrax LF prot, SSB-PriA inh
Entry for CNC(=O)c1ccsc1NC(=O)C1CCCN1S(=O)(=O)c1cccs1 (stereo not given) : 0.2, 1.5, ., ., 4, 0.5, -7, -1.4, -3, 2
Entry for COc1ccc(C(=O)Nc2nnc(S(=O)(=O)Cc3ccc(F)cc3)s2)cc1 : 0.4, -0.5, -1, 16, 9, -0.9, 2, -0.3, 0, -17

More results.
SMILES	PfHsp40 yeast	TcdB GH inh	SARS 3CLpro inh	DUSP3 inh	CCHFV vOTU inh	BoNT-A LC inh2	Y pestis TopoI	BH1578 lux ind	Anthrax LF prot	SSB-PriA inh
CCOc1ccc(S(=O)(=O)Nc2cc(SCC(=O)O)c(O)c3ccccc23)cc1	1.0	0.6	7	4	101*	-1.7	-5	-1.7	-12	27
Cc1ccc(S(=O)(=O)Nc2ccc(C(=O)NCc3cccnc3)cc2)cc1	-1.5	0.3	2	23	7	-0.7	2	-0.3	3	-2
CC(=O)Nc1ccc(NC(=O)c2ccccc2N(C)S(=O)(=O)c2ccc(C)cc2)cc1	0.8	0.1	2	9	-1	-4.6	1	3.8	-22	-3
Nc1c(N2CCN(c3ccccc3)CC2)c2ccccc2oc1=O	-0.7	.	-1	15	0	-1.1	11	i	-6	-2
C[C@H](CO)N1C[C@H](C)[C@@H](CN(C)C)Oc2c(NS(=O)(=O)c3cccs3)cccc2C1=O	-1.1	-0.1&1.1	.	.	3	-0.3	3	-0.5	-2	-1
COc1ccc(C(CNC(=O)c2cc(F)c(F)c(F)c2F)N2CCOCC2)cc1 (stereo not given)	0.5	0.1	1	2	1	-0.3	-14	-0.4	0	-6
O=C(NCC(c1ccc(F)cc1)N1CCOCC1)c1c(F)cccc1F (stereo not given)	-0.8	0.1	4	11	13	-0.2	7	-0.4	1	-17
Cc1ccc(S(=O)(=O)/N=C/c2ccco2)cc1	-0.3	.	2	30	2	-0.3	-2	0.0	-3	.
COc1ccc(C(=O)N[C@H](C(=O)OCn2nnc3ccccc3c2=O)C(C)C)cc1	0.2	-5.9	.	.	-10	1.3	3	i	4	7
O=C(c1ccccc1)c1ccccc1N=Cc1c(O)[nH]c(=O)[nH]c1=O	1.1	0.8	-2	10	-7	0.0	9	i	-4	0
CN(CC(=O)Nc1ccccc1Cl)C(=O)COC(=O)CNC(=O)c1ccc(Br)o1	0.9	.	-7	.	3	-0.1	-8	-0.3	1	-4
NC(=O)C1CCN(C(=O)C2CC(=O)N(c3ccc(F)cc3)C2)CC1 (stereo not given)	-0.5	1.0	-4	15	-8	2.0	-2	i	2	-19
CCN1CCN(C(=S)NCCOC)CC1	-0.2	1.0	-1	14	5	0.5	-8	-0.2	0	-20
O=c1ccc(-c2ccccc2)nn1Cc1ccc(F)cc1	0.7	0.6	3	9	10	0.5	6	-1.5	11	-3
CC(NC(=O)C1CCN(C(=O)c2ccc(F)cc2)CC1)c1ccc(S(N)(=O)=O)cc1 (stereo not given)	-0.6	-0.1	.	.	8	0.0	-1	-0.1	1	-10
COc1ccc2cc(C(C)C(=O)N3CCC(C(N)=O)CC3)ccc2c1 (stereo not given)	-0.8	1.5	-1	-3	5	0.8	13	-0.2	1	-9
CN(C)c1ccc(SC#N)cc1	-0.3	-2.7	1	27	-1	?	12	i	-12	6
O=C1Nc2cc(C(=O)N3CCN(c4ccc(F)cc4)CC3)ccc2NC1CSCc1cccc(F)c1 (stereo not given)	0.9	2.0	1	-24	32*	-7.0	10	-0.7	2	0
CNC(=S)NCCN1CCOCC1	0.8	.	3	-1	0	-0.7	-3	-0.2	-3	-7
CCCCN(C(=O)c1ccccc1Br)C1CCS(=O)(=O)C1 (stereo not given)	0.0	3.6	.	.	-4	-0.6	2	i	-6	1&-4
O=S(=O)(c1ccc(SCc2ccccc2)nc1)N1CCCCCC1	0.0	0.1	.	.	11	1.0	40	i	-4	-10
COc1ccc(N(CC(=O)Nc2cccnc2)S(C)(=O)=O)cc1	1.5	-0.3	4	15	-14	0.1	4	i	-6	-15
COc1cc(/C=C/c2cc[n+](C)cc2)ccc1OCC(=O)Nc1ccc(Cl)c(Cl)c1	0.1	0.7	-20	-32	3	13	-36	-0.2	12	6
Cc1cc(C)cc(OCC(=O)NNC(=S)NC(=O)C2CC2)c1	112*	-0.1	4	7	-6	-1.0	-11	-12	0	11
O=C(Nc1ccccc1)OCCCCOC(=O)Nc1ccccc1	-0.8	0.8	.	.	5	-0.7	7	7.1	1	-5
CC(=O)c1cccc(NC(=O)c2cc(C)no2)c1	0.5	2.6	-2	14	-4	-0.6	0	-0.3	5	-5
Cc1cccc2[nH]c(SCC(=O)O)nc12	-0.8	4.4	-2	20	11	-0.2	4	-0.6	-1	-15
O=C(c1cnn2c(C(F)F)cc(C3CC3)nc12)N1CCc2ccccc2C1	-0.2	.	2	26	16	0.0	15	i	2	-3
O=C(COc1ccc(Cl)cc1Cl)NCc1ccco1	-0.3	.	1	29	2	-0.3	4	i	-1	-24
O=C1NCCN1CCNS(=O)(=O)c1cc(C(F)(F)F)cc(C(F)(F)F)c1	-2.4	1.2	-5	0	0	-0.3	6	i	-6	-3
c1ccc(C2(c3ccccc3)OCC(Cn3cncn3)O2)cc1 (stereo not given)	0.4	.	0	22	4	0.2	0	i	-2	-15
O=C(c1ccccc1)c1cnc(Nc2ccc(Cl)c(Cl)c2)s1	0.0	.	3	31	-9	-2.0	3	-0.2	2	5
O=C(O)c1cccnc1Sc1ccc(Br)cc1	-0.3	0.5	3	7	7	-0.8	6	-0.3	2	3
CN(C(=O)C1Cc2c(-c3ccc(Cl)cc3)ccnc2O1)c1ccccc1 (stereo not given)	.	0.5	.	.	-10	-0.1	35	4.5	3	.
O=C1NC(Cc2ccccc2)c2nc3cc(Cl)ccc3c(=O)n2-c2ncccc21 (stereo not given)	.	0.3	.	.	-9	-0.1	7	i	3	.
O=[N+]([O-])c1ccc(S(=O)(=O)Nc2ccc3c(c2)OCCO3)cc1	0.4	1.4	0	14	8	-4.9	-10	i	1	15
Cc1ccc(NC(=O)c2sc3nc(CCl)[nH]c(=O)c3c2C)c(C)c1	1.6	0.9	0	40	-12	1.2	5	0.0	8	-6
Cc1ccc(OCC(=O)Nc2cccc(C)n2)c(C)c1	2.0	.	1	-11	14	0.0	10	-0.3	-2	-8
Cc1cc(OCC(=O)NCCCN(C)C)cc(C)c1Br	1.1	.	-1	-2	4	-0.5	-10	-1.0	1	-9
S=c1[nH]nc(Cc2ccc(Cl)cc2)n1-c1ccc2c(c1)OCCO2	1.1	-14	6	21	-3	-0.7	3	i	1	0
